# FLuc counter = counter-screen for miR-21 project: firefly luciferase inhibitors or activators; P08659; purified FLuc, Km substrates, luminescence inhibition; Potency, µM (series often up to 57.5 µM), for inactives: top-dose activity change, negative = inhibition, usual class: inhibitors; 360,000 tested, 6.9% active; AID 588342;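 note: plate controls were vehicle for no effect and reference inhibitor for full effect; nearly all actives have a fitted effect of over 55% in size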
#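 Purified P. pyralis luciferase (10nM final) with 10uM D-luciferin and 10uM ATP (Km levels) in 50mM Tris acetate pH 7.5, 10mM Mg acetate, 0.01% Tween-20, 0.05% BSA; qHTS 6-point titration, ~60 µM downward; luminescence read.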
# MBNL1-CUG inh = MBNL1-poly(CUG) RNA binding inhibition. Q9NR56. TR-FRET MBNL1-His/biotin-(CUG)12 binding, 665/545 ratio. Potency, µM (series often up to 57.5 µM), for the others: at the highest dose activity change, negative = inhibition, usual class: inhibitors. 280,000 tested, 0.036% active. AID 2675; active = well fitted inhibition curve with a large enough effect in the signal ratio, with a control signal flat, not every such curve was filed as active; inconclusive = small, poorly fitted or top-dose-only effect, or effect the other way, or a change in a side signal; inactive = no such curve, though single readings can be large or run the other way; the % refers to the signal ratio; note: % is set by controls: 0 for no effect and ±100 for the full control effect
# Target sequence (Q9NR56 whole entry, looked up): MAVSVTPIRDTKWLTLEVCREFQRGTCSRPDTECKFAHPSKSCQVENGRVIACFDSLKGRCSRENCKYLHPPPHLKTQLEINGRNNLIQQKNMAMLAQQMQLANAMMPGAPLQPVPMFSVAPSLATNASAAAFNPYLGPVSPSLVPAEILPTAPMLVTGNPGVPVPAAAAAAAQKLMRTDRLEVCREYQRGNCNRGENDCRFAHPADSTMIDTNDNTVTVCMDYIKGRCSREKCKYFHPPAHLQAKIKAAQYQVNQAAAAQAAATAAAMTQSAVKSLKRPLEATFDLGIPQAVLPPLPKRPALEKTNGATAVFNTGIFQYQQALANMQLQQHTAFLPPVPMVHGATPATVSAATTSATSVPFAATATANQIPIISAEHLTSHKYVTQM
#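 His-tagged MBNL1 binding to biotinylated (CUG)12 RNA was measured by TR-FRET using terbium anti-His antibody (0.055 ng/ul final) and streptavidin-XL665 (5 nM final). Compounds were titrated 92 nM to 58 uM; 60 min at room temperature.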
# uPA generation = blocks generation of uPA at the cell surface; cell surface uPA generation assay, qHTS; Potency, µM (top dose mostly 38.3 µM), for the others: top-dose activity change, negative = inhibition, usual class: inhibitors; 330,000 tested, 0.31% active; active = well fitted inhibition curve with a large enough effect; inconclusive = small, poorly fitted or top-dose-only effect; inactive = no such curve, though single readings can be large or run the other way; tested in mouse RAW 264.7 cells; note: % is set by controls: 0 for no effect and ±100 for the full control effect; nearly all actives have a fitted effect of over 55% in size
# p53 reactivator = re-activators of mutant p53; H1299 p53-A138V BP100-luciferase reporter, luminescence, 24 h; Potency, µM (series often up to 92.2 µM), without a hit: at the highest dose activity change, positive = activation, hits mostly activators; 320,000 tested, 0.063% active; AID 504706; note: % of control where 0% means no effect; nearly all actives have a fitted effect of over 45% in size
#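 p53-null H1299 cells stably carrying temperature-sensitive p53-A138V and a BP100-luciferase reporter were pinned with compounds (4-point, 1:5 series) and held 24 hrs at 37 deg C. Luminescence was read 10 min after detection reagent.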
# Rab9 promoter act = Rab9 promoter activation | 320,000 tested, 2.8% active | AID 485297 | Potency, µM (titrated, usually from 9.22 µM), for the others: at the highest dose activation, negative = inhibition, most hits filed as activators | Huh7 Rab9 promoter-luciferase reporter, luminescence, 24 h; note: % of control where 0% means no effect; nearly all actives have a fitted effect of over 60% in size
#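 Measured in stably transfected Huh7 cells bearing a Rab9 promoter–luciferase construct: 24 h compound treatment at 37 °C, followed by luminescence detection.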
# ELG1 genotoxic = inducers of genotoxicity in HEK293T ELG1-luciferase cells. HEK293T ELG1-luciferase reporter, luminescence, 16 h. Potency, µM (titrated, usually from 46 µM), inactives show at the top dose activity change, positive = activation, actives largely listed as activators. 330,000 tested, 1.3% active; note: % of control where 0% means no effect; nearly all actives have a fitted effect of over 60% in size
#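 Genotoxicity was scored as increased ELG1-luciferase reporter signal, measured by ONE-Glo luminescence (30 min, room temperature). Compound or vehicle exposure of the HEK293T reporter cells lasted 16 hr at 37°C.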
# VP16 counter = inhibits Gal4-VP16 luciferase reporter, ROR gamma counter-screen; Drosophila S2 Gal4-VP16 UAS-luciferase, luminescence, 20 h; Potency, µM (series often up to 53.6 µM), inactives show at the highest dose activity, negative = inhibition, most hits filed as inhibitors; 310,000 tested, 3.5% active;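 note: Gal4-VP16 expression switched on by copper sulfate through the metallothionein promoter; % is set by controls: 0 for no effect and ±100 for the full control effect; nearly all actives have a fitted effect of over 50% in size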
# NPC1 promoter act = NPC1 promoter activation; Huh7 NPC1 promoter luciferase reporter, 24 h; Potency, µM (doses to about 9.22 µM), without a hit: at the highest dose activation, hits mostly activators; 320,000 tested, 2.4% active; AID 485313;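 note: % of control where 0% means no effect; nearly all actives have a fitted effect of over 60% in size; reporter is driven by a mutant NPC1 promoter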
#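 Luminescence read-out of NPC1 promoter-driven luciferase in stably transfected Huh7 cells; compounds delivered in DMSO and left 24 h at 37C, 5% CO2, qHTS titration format.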
# BRCA1 expr up = increases BRCA1 expression; 380,000 tested, 1.1% active; AID 624202; Potency, µM (titrated, usually from 46.1 µM), for the others: at the top dose activation, most hits filed as activators; MCF7-BRCA1-FFLuc reporter, luminescence, 48 h; response scale: scaled: vehicle 0%, 10 µM genistein 100%; note: nearly all actives have a fitted effect of over 80% in size; some results filed as inactive show a strong effect at the top dose
#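 Using MCF7 cells harboring a BRCA1 firefly luciferase reporter, plated 2 h before compound pinning, the screen measured luminescence after 48 h incubation. Responses were normalized to DMSO and 10 microM genistein, then fitted for concentration-effect.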
# RORg inh = blocks mouse ROR gamma transcriptional activity. Drosophila S2 Gal4-RORgamma UAS-luciferase reporter, 20 h. P51450. Potency, µM (highest dose often 53.6 µM), for the others: at the top dose activity change, negative = inhibition, hits mostly inhibitors. 310,000 tested, 5.4% active; note: % is set by controls: 0 for no effect and ±100 for the full control effect; nearly all actives have a fitted effect of over 60% in size
# Target sequence (P51450 whole entry, looked up, the tested form may be a part): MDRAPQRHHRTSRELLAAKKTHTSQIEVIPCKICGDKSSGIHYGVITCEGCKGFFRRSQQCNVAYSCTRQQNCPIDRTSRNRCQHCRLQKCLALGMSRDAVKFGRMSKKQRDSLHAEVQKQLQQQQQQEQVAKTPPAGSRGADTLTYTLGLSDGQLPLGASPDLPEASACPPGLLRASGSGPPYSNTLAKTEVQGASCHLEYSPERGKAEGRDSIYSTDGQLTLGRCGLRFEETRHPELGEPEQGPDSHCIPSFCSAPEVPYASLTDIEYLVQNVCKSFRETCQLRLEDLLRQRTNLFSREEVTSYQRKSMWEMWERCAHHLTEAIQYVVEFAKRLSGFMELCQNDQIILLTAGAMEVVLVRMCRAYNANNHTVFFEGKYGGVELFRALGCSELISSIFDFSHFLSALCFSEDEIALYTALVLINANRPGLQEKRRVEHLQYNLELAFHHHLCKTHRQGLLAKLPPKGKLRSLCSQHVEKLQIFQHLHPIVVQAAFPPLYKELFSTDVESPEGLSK
#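 Drosophila S2 cells stably expressing Gal4-DBD/mouse RORγ fusion under metallothionein promoter plus UAS-luciferase; compound 1 h, then 700 uM CuSO4 induction for 20 h at ambient temperature; inhibition read as reduced luminescence.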
# Active calls of the source: *; ? = inconclusive; · = no result given; & = joins results of further samples; [ ] = dose if it differs, or a comment. Unless noted, calls come from the whole dose curve; as a rule, active = well fitted curve in the direction sought with a large enough effect; inconclusive = small, poorly fitted or top-dose-only effect, or another doubt; inactive = no such curve, though single readings can be large; an effect the other way counts as inactive or inconclusive. Potency is the fitted concentration of half-maximal effect.
smiles	FLuc counter	MBNL1-CUG inh	uPA generation	p53 reactivator	Rab9 promoter act	ELG1 genotoxic	VP16 counter	NPC1 promoter act	BRCA1 expr up	RORg inh
CCCOC(=O)c1ccc(NC(=O)CC(C)(C)C)cc1	?	9%	-28%	10%	?	?	-13%	30%	?	13%
COc1ccccc1S(=O)(=O)Cc1ccc(C(=O)NC(C)c2ccc3c(c2)OCCO3)o1 (stereo not given)	0%	-2%	1%	-13%	-9%	-4%	-2%	2%	-5%	5%
O=C(NCC(=O)N(CC1CCCO1)C(C(=O)NC1CCCCC1)c1cccnc1)c1cccs1 (stereo not given)	-2%	-5%	7%	4%	9%	0%	0%	0%	0%	5%
CN(C)C(=O)c1ccc(-n2nc(C(F)(F)F)c3c2CCCC3)cc1	5%	-2%	0%	5%	4%	-5%	5%	-2%	-8%	16%
CCOc1cc(C(=S)N2CCOCC2)ccc1OC(=O)c1ccccc1	3%	0%	?	·	-3%	0%	-10%	-2%	-20%	21%
O=C(NCC1OCCc2ccccc21)c1cc(COc2c(F)cccc2F)on1 (stereo not given)	?	-8%	9%	5%	24%	6%	4%	-3%	?	39%
CCC(=O)c1ccc(OCC(O)CN2CCN(C(c3ccccc3)c3ccccc3)CC2)cc1 (stereo not given)	0%	1%	·	0%	-2%	-9%	2%	1%	-27%	-2%
CCC(c1nnnn1CCC(C)C)N1CCC(C(N)=O)CC1 (stereo not given)	1%	-2%	3%	-1%	1%	0%	-12%	2%	-8%	13%
COC(=O)COc1ccc2oc(=O)cc(-c3cc4cccc(OC)c4o3)c2c1	0%	7%	2%	2%	0%	3%	-6%	8%	6%	-1%
Cc1ncoc1C(=O)N1CCCC(C(=O)c2cccc(OC(C)C)c2)C1 (stereo not given)	-5%	-11%	1%	-2%	8%	2%	-8%	-6%	-18%	18%
CC1CC(C)(C)NC(=S)N1CCC(=O)N1CCc2ccccc2C1 (stereo not given)	-2%	-3%	1%	-8%	5%	-1%	?	0%	2%	16µM*
CCCCc1cc(=O)oc2cc(OCC(=O)NCCN3CCOCC3)c(Cl)cc12	-3%	0%	-2%	-2%	0%	1%	0%	-2%	26%	-3%
O=C(NNC1CC(=O)N(c2ccc(Br)cc2)C1=O)c1ccco1 (stereo not given)	-1%	-3%	-2%	-2%	-5%	-9%	11%	1%	0%	13%
COc1cc(/C=C/C(=O)c2ccccc2O)cc(OC)c1OC	?	-8%	?	-11%	-8%	?	?	-2%	4%	2µM*
CCCc1nnc(NC(=O)CCC(=O)NC2CCCCC2)s1	-1%	-9%	28%	-1%	2%	1%	-10%	1%	-5%	-1%
COc1ccc(CCNC(=S)c2ccccc2)cc1OC	1%	-5%	?	-6%	-17%	-7%	16µM*	-11%	-7%	?
COc1ccc(N(C(=O)c2ccncc2)S(=O)(=O)c2ccc(F)cc2)cc1	4%	-7%	·	9%	-1%	4%	7%	-10%	·	6%
CN1/C(=C\C(=O)c2cccnc2)C(C)(C)c2ccccc21	-4%	3%	0%	4%	8%	-4%	22%	3%	?	18%
O=[N+]([O-])c1ccc(Sc2ccccc2Cl)nc1	1%	?	·	-3%	-5%	-5%	1%	-4%	5%	-28%
Cc1ccc(C(=O)NCC2CCCN2S(=O)(=O)c2cccs2)cc1C (stereo not given)	-3%	·	-3%	-1%	0%	1%	·	0%	38%	·
COc1ccc(-n2cc(CNCCCN3CCCC3=O)c(-c3ccccc3Cl)n2)cc1	2%	-4%	-5%	2%	-2%	-6%	-4%	1%	-20%	8%
Cc1nn(C(=O)c2ccoc2C)c(N)c1-c1ccccc1	11µM*	-7%	-3%	?	?	13µM*	-7%	?	?	26%
CCOC(=O)c1c2ccc(OCC(=O)N/N=C/c3ccccc3C(F)(F)F)cc2n2ccccc12	-1%	5%	·	-13%	6%	0%	4%	-1%	·	6%
NC(=O)C(Cc1ccccc1)N1C(=O)c2ccccc2C1=O (stereo not given)	-1%	9%	4%	4%	1%	-2%	0%	-8%	-19%	-13%
COc1ccc(C2/C(=C(\O)c3ccc4c(c3)CC(C)O4)C(=O)C(=O)N2Cc2cccnc2)c(OC)c1 (stereo not given)	3%	?	7%	-7%	25%	-1%	-18%	?	0%	-3%
NC(=O)CC(NC(=O)c1ccccc1)c1ccc(NCCN2CCCCC2)c([N+](=O)[O-])c1 (stereo not given)	-1%	?	2%	·	0%	-4%	8%	-4%	2%	-30%
Cc1ccc(C(=O)NC(C)c2ccccc2)cc1Br (stereo not given)	-2%	·	-1%	8%	0%	0%	-2%	0%	0%	1%
CN(C(=O)CSc1ccccc1C(=O)O)C1CCCCC1	1%	7%	3%	1%	1%	-3%	-15%	1%	10%	-25%
O=C(Nc1ccc(NC(=O)C2CC2)nc1)c1cccs1	?	-9%	2%	?	4%	?	-1%	22%	38%	22%
COc1cccc(-c2nc(-c3ccc(NC(=O)Cc4ccccc4OC)cc3)no2)c1	?	0%	-2%	-8%	-6%	-18%	-3%	0%	64%	34%
O=C(Cn1ccc([N+](=O)[O-])n1)Nc1ccccn1	2%	10%	-5%	10%	3%	1%	17%	-1%	-15%	-9%
Cc1oc(-c2ccccc2F)nc1CS(=O)(=O)CC(=O)NCCCc1ccccc1	-2%	6%	-3%	3%	2%	-4%	-11%	1%	-12%	16%
O=C(NCCCCNC(=O)C(F)(F)F)C(F)(F)F	-1%	-28%	6%	-5%	-7%	-17%	-2%[10 µM]	0%	0%	9%
COc1cc2oc3ccccc3c2cc1N(CC(=O)N1CCCCC1)S(=O)(=O)c1ccc(C)cc1	-1%	-3%	-5%	·	·	·	1%	·	-18%	0%
CCOC(=O)c1ccc(NC(=O)CSc2nc3c(c(=O)n2-c2ccccc2OC)SCC3)cc1	4%	-1%	6%	9%	2%	-2%	-2%	1%	-16%	8%
Cc1ccccc1N(CC(N)=O)S(C)(=O)=O	6%	2%	0%	-3%	-1%	2%	0%	7%	-9%	0%
CN(Cc1ccccc1)C(=O)c1cc2ccccc2o1	-16%	-8%	3%	8%	25%	?	21%	9%	84%	4%
O=C(O)CCC(=O)Nc1sc2c(c1C(=O)Nc1cccc3ccccc13)CCCCC2	2%	12%[11.5 µM]	5%	12%	-5%	1%	-5%	1%	-9%	-18%
CC(Cl)C(=O)c1c[nH]c2ccccc12 (stereo not given)	-9%	-11%	-4%	-5%	-1%	-4%	0%	-7%	-47%	0%
Cc1csc2ncc(C(=O)NCCc3ccccc3)c(=O)n12	?	-3%	-17%	10%	?	21µM*	-2%	?	43%	-18%
CC(=O)NC(C)C12CC3CC(CC(CC(=O)O)(C3)C1)C2 (stereo not given)	3%	-7%	13%	13%	-2%	-2%	-3%	5%	1%	-2%
Fc1ccc(NC(=S)NC2CC3CCC(C2)N3Cc2ccco2)cc1 (stereo not given)	3%	-4%	·	11%	15%	-7%	-10%	-1%	-6%	-16%
CCOc1ccc(NC(=O)COC(=O)Cn2nc(C)c([N+](=O)[O-])c2C)cc1OCC	·	·	9%	2%	·	5%	·	·	-13%	·
CCOc1ccccc1CNC(=O)c1ccc2c(c1)N(CC)CCS2	-1%&-15%	21%	-19%	·	-1%	-6%	-5%	-2%	-14%	31%
COc1ccc(C(=O)Nc2ccc(N3CCN(C(=O)c4ccccc4)CC3)cc2)cc1[N+](=O)[O-]	0%	?	-8%	-5%	-5%	-17%	-10%	-7%	-28%	18%
O=C(COC(=O)C12CC3CC(CC(Br)(C3)C1)C2)Nc1cccc(S(=O)(=O)N2CCOCC2)c1	·	·	-6%	0%	·	0%	·	·	-17%	·
CCCCN(C(=O)c1cccc(S(=O)(=O)N2CCN(Cc3ccccc3)CC2)c1)c1ccccc1	2%	3%	6%	13%	0%	-1%	-19%	0%	-33%	12%
N/C(=N\OC(=O)COc1ccc([N+](=O)[O-])cc1)c1cccnc1	0%	1%	-1%	3%	-3%	1%	-10%	-2%	-9%	3%
COc1ccccc1CNC(=O)CSc1nnc2c(n1)[nH]c1ccc(F)cc12	1%	-6%	5%	5%	-4%	-1%	0%	-2%	-5%	-25%

# Profiles from above. Order of values: FLuc counter	MBNL1-CUG inh	uPA generation	p53 reactivator	Rab9 promoter act	ELG1 genotoxic	VP16 counter	NPC1 promoter act	BRCA1 expr up	RORg inh
# O=C(NCCCCNC(=O)C(F)(F)F)C(F)(F)F as listed: -1%	-28%	6%	-5%	-7%	-17%	-2%[10 µM]	0%	0%	9%
# Cc1oc(-c2ccccc2F)nc1CS(=O)(=O)CC(=O)NCCCc1ccccc1 as listed: -2%	6%	-3%	3%	2%	-4%	-11%	1%	-12%	16%
# CCOC(=O)c1ccc(NC(=O)CSc2nc3c(c(=O)n2-c2ccccc2OC)SCC3)cc1 as listed: 4%	-1%	6%	9%	2%	-2%	-2%	1%	-16%	8%
# O=C(COC(=O)C12CC3CC(CC(Br)(C3)C1)C2)Nc1cccc(S(=O)(=O)N2CCOCC2)c1 as listed: ·	·	-6%	0%	·	0%	·	·	-17%	·

# Compound activity from PubChem.
